# From PubChem BioAssay
# Mot1-301 SUMO: blocks SUMOylation pathway, rescuing yeast Mot1-301 growth | growth rescue, % at 18.8 µM | 1% of 320,000 active | S. cerevisiae Mot1-301 growth rescue, ATP luminescence, 38.5C; percent above DMSO median, 100 means doubled;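 active = every valid replicate shows activation above 250% relative to neutral control wells; inactive = the rest, any valid replicate at or below 250%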;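 also: OY570 slx delta 5 strain wells were the positive control but not used for scaling; some compounds called inactive have numbers as strong as hits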
# PKA-R1A activ: activates the PKA-R1A holoenzyme complex | PKA-R1A dissociation, Cy5-IP20 fluorescence polarization; scaled: DMSO 0%, 113 µM cGMP 100% | P00514+P68181 | activation, % at 11.4 µM | 0.083% of 340,000 active | AID 504707;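 active = percent activation above the mean of all tested compounds plus 3 SD, cut at about 19% in these data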;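 also: higher means more PKAc released from R1A so a rise in polarization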
# OPRM1-OPRD1 ag: OPRM1-OPRD1 heterodimerization agonism; AID 504326; activation, % at 9.3 µM; cells, luminescence; 0.3% of 340,000 active; P35372+P41143; in the data active = activation above about 18%;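 also: 0% = vehicle-treated cells and 100% = reference agonist; values of inactives mirror those of a sister screen read the other way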
# Target sequence (P35372 whole entry, looked up): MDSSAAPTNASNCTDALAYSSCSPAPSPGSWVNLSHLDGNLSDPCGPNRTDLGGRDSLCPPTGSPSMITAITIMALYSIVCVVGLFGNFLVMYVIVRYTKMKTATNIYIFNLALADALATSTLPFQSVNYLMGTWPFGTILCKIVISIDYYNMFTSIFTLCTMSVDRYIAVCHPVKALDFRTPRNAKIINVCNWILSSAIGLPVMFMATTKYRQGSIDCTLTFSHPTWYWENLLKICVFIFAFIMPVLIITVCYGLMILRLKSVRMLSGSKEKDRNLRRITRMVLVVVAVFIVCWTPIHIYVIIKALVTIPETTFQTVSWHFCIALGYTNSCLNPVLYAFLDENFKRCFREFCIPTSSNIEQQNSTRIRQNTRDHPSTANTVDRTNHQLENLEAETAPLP
# Target sequence (P41143 whole entry, looked up): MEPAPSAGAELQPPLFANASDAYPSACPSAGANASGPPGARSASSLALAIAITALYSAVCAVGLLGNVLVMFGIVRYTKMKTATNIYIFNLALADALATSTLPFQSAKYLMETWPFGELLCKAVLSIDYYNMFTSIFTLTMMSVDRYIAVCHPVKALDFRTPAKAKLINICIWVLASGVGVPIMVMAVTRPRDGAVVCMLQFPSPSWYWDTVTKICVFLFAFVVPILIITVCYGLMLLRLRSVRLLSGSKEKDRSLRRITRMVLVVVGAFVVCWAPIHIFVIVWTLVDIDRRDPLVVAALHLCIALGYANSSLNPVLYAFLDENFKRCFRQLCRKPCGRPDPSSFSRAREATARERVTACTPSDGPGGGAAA
# Arr AP2 block: human beta-arrestin and AP2 interaction inhibition; inhibition, % at 10 µM; FITC-arrestin peptide / GST-AP2 beads, flow cytometry; AP2 beta2 appendage carries R879A mutation; 0.31% of 340,000 active;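 active = inhibition above a set limit, near 3 SD of compounds lacking own fluorescence, cut at about 54% in these data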;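 also: plate controls were DMSO wells for no effect and 5 µM unlabelled arrestin peptide for full effect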
#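 Test system: GST-tagged AP2 beta2-adaptin appendage (R879A) on 4 µm glutathione beads; also added: fluorescein-tagged arrestin peptide at 50 nM final; timing: 12 min plus 1 h, RT; signal: flow cytometry, FL1 (488/535 nm); read-out: percent drop in bead-associated FITC signal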
# AddAB inh: less growth of phage-infected E. coli with AddAB | E. coli expressing H. pylori AddAB, absorbance growth | inhibition, % at 11.9 µM | 0.29% of 330,000 active | AID 435030; in the data active = inhibition above about 12%;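 also: 0% = vehicle wells of infected cells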
# Ecoli viability: bacterial growth inhibition, counter-screen for AddAB inhibitors. E. coli V3065 growth, OD600 absorbance, 18 h. inhibition, % at 11.9 µM. 0.27% of 330,000 active;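 active = inhibition above the campaign's mean inhibition across all tested compounds plus 3 SD, cut at about 9.9% in these data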;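 also: uninfected addAB+ strain grown without phage in ampicillin broth; 0% = DMSO wells and 100% = ciprofloxacin 0.95 µg/ml wells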
# PfHsp90 yeast 2: inhibits growth of yeast expressing Plasmodium falciparum Hsp90; S. cerevisiae expressing PfHsp90, BacTiter-Glo ATP, 48 h; yeast lacking PDR1 and PDR3 efflux regulators; inhibition, % at 9.4 µM; 0.32% of 310,000 active; AID 504621;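 active = every replicate shows inhibition above about 80%, whatever the replicate mean, limit read from the data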;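 also: 0% = DMSO neutral controls and 100% = 20 µM radicicol positive controls; yeast relying on Plasmodium falciparum Hsp90 in place of its own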
# Pemphigus Ab inh: inhibitors of pemphigus antibody binding to human desmoglein-3; DSG3-coupled beads, scFv-anti-DSG3-GFP binding, flow cytometry; hits give low values; binding (percent of control), % at 10 µM; 0.48% of 310,000 active; AID 588358;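 active = binding more than 3 SD below its plate's average and above zero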;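 also: hits lower antibody fragment binding to DSG3; some compounds called inactive have numbers as strong as hits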
# phage Ecoli inh: E. coli growth loss with phage present. AID 651602. inhibition, % at 11.9 µM. growth absorbance. 0.26% of 360,000 active; in the data active = inhibition above about 11%
# Tat export inh: blocks Tat-dependent protein export in E. coli. AID 488895. inhibition, % at 10 µM. 0.036% of 340,000 active. E. coli MC4100 TorA-mCherry Tat export, fluorescence;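 active = mean replicate inhibition at least 50% and at least half of replicates individually reaching 50%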;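 also: exported cargo escapes ClpAP degradation while cytoplasmic cargo is degraded and loses fluorescence; 0% = median of neutral control wells and 100% = median of NaSCN control wells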
# OPRM1-OPRD1 inv: mu-delta opioid heterodimer inverse agonism; P35372+P41143; cell-based MOR-DOR heterodimer luminescence; inhibition, % at 9.3 µM; 0.21% of 340,000 active; AID 504357; in the data active = inhibition above about 22%, passing the limit was not always enough;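 also: 0% = cells with DMSO and 100% = wells without cells with DMSO; values of inactives mirror those of a sister screen read the other way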
# Active calls of the source: *; . = no result given.
# Preview (2 entries):
compound,Mot1-301 SUMO,PKA-R1A activ,OPRM1-OPRD1 ag,Arr AP2 block,AddAB inh,Ecoli viability,PfHsp90 yeast 2,Pemphigus Ab inh,phage Ecoli inh,Tat export inh,OPRM1-OPRD1 inv
Cc1cc2nnc(SC3CCOC3=O)n2c2ccccc12 (centres undefined),4,-4,9.8,-8,1.5,-1.8,-3,.,3.0,-3,-50
O=C(CN(C(=O)CCC(=O)Nc1nccs1)c1ccccc1F)NCc1ccc(F)cc1,20,3,-2.1,21,2.7,2.3,-5,.,0.2,-12,13

# Results, repeating the preview:
compound,Mot1-301 SUMO,PKA-R1A activ,OPRM1-OPRD1 ag,Arr AP2 block,AddAB inh,Ecoli viability,PfHsp90 yeast 2,Pemphigus Ab inh,phage Ecoli inh,Tat export inh,OPRM1-OPRD1 inv
Cc1cc2nnc(SC3CCOC3=O)n2c2ccccc12 (centres undefined),4,-4,9.8,-8,1.5,-1.8,-3,.,3.0,-3,-50
O=C(CN(C(=O)CCC(=O)Nc1nccs1)c1ccccc1F)NCc1ccc(F)cc1,20,3,-2.1,21,2.7,2.3,-5,.,0.2,-12,13
C[C@@H]1CN([C@@H](C)CO)C(=O)c2cc(NC(=O)CCN3CCOCC3)ccc2O[C@@H]1CN(C)C(=O)Nc1ccccc1,12,2,-1.2,24,1.1,-0.2,14,104,1.8,-3,7
COc1ccc(C(=O)Nn2c(SCC(=O)NC3CCCCC3)nc3ccccc3c2=O)cc1,-12,-6,-2.1,-2,0.0,-2.2,6,104,3.7,11,11
Cn1ccc(-c2cc(C(=O)O)c3ccccc3n2)n1,-7,1,-2.1,-15,1.4,-0.7,13,102,0.4,0,10
N#Cc1c2ccc(OCC(N)=O)cc2n2ccccc12,371*,-14,4.2,0,1.4,1.2,-12,103,0.5,-11,-21
CC1CCC(CN2CCN=C2Nc2ccccc2)CC1 (centres undefined),12,-9,-3.1,3,2.6,-3.1,13,102,1.8,-4,14
COc1ccccc1N1CCN(C(=O)CCNS(=O)(=O)c2cc(Br)cnc2N)CC1,21,3,4.9,8,-3.7,-2.3,0,.,0.6,13,-26
O=C(O)c1ccccc1C=NNc1ccccn1,.,-6,-3.5,39,.,.,7,97,2.6,2,18
NC(=O)C1CCN(C(=O)CC2C(=O)NCCN2Cc2cccc(Oc3ccccc3)c2)CC1 (centres undefined),-5,-4,-2.0,68*,4.6,-1.9,2,109,-2.9,12,7
Cc1ccc(C)c(OCC(=O)Nc2ccncc2)c1,3,-6,-4.1,14,0.4,0.5,13,107,-1.4,6,19
Cc1ccc(-n2c([S-])c(C(=O)NC(C)c3ccccc3)[n+]3ccccc23)cc1 (centres undefined),-10,-1,-4.2,5,-2.6,-0.2,4,106,4.7,8,20
CN1C(=O)C(=O)/C(=C(/O)c2ccccc2)C1c1ccc([N+](=O)[O-])cc1 (centres undefined),-3,0,-2.9,12,-1.1,-1.7,2,95,2.3,-8,13
Cc1ccc(C(=O)NC2(C(F)(F)F)NC(=O)N(c3ccc(Cl)cc3)C2=O)cc1 (centres undefined),-6,-10,-0.9,-9,3.5,-0.8,-5,73,3.0,-11,4
COC(=O)c1ccc2nc(NC(=O)CSCC(=O)OCC(=O)c3ccccc3)sc2c1,-3,-5,-1.0,5,3.4,0.3,-25,119,5.3,0,5
CC(C)(C)c1csc(NC(=O)C2COc3ccccc3O2)n1 (centres undefined),6,0,2.3,-3,-0.9,0.5,-22,113,1.6,0,-8
COC(c1ccccc1)c1c(-c2ccccc2)nn(C)c1Cl (centres undefined),-5,-12,1.8,9,1.4,-2.2,.,.,2.5,-4,-9
CCCCn1c(N(CCOC(C)=O)C(C)=O)nc2ccccc21,14,-15,-0.9,5,0.0,1.0,.,103,0.2,-1,4
CN(C)C(=O)c1ccc(N=Nc2c(O)c3ccccc3[nH]c2=O)cc1,.,-5,-2.5,26,.,.,.,93,2.6,-4,13
Cc1cc(N2CCC(C)CC2)c(F)cc1[N+](=O)[O-],10,13,4.2,19,-3.0,-1.4,11,.,3.2,-2,-22
Nc1nc(SCC(=O)c2ccc(Br)s2)n[nH]1,-12,.,.,17,2.3,-1.5,12,.,2.3,-7,.
CC(C)SCc1nc2ccccc2[nH]1,82,3,-2.7,-3,-0.2,-0.2,-11,103,2.2,1,16
COc1ccc(C(CNC(=O)c2cccc(S(=O)(=O)NCc3ccccc3)c2)N2CCOCC2)cc1 (centres undefined),-10,4,0.1,-2,0.3,-0.3,14,117,1.9,-2,0
CN(C)C(=O)Nc1ccc(F)cc1F,18,-6,0.7,7,2.5,1.2,-19,97,2.9,2,-4
CC(=O)Nc1ccc2c(c1)nc(CN1CCCC1)n2C,-13,-4,-2.0,-7,1.6,-0.4,-3,99,2.3,-3,11

# New compounds follow
compound,Mot1-301 SUMO,PKA-R1A activ,OPRM1-OPRD1 ag,Arr AP2 block,AddAB inh,Ecoli viability,PfHsp90 yeast 2,Pemphigus Ab inh,phage Ecoli inh,Tat export inh,OPRM1-OPRD1 inv
COc1ccc(N2CCN(c3nc4ccc(C)cn4c(=O)c3C=O)CC2)cc1,-7,-6,-0.9,20,-0.5,1.5,-16,81,3.3,-7,6
COc1ccc(C(CC(=O)O)NS(=O)(=O)c2ccc3c(c2)NC(=O)CO3)cc1 (centres undefined),-3,4,-0.1,5,4.4,-1.2,-29,107,-1.8,-15,1
Cc1cc(C)n2c(SCc3ccc(Cl)cc3Cl)nnc2n1,-6,-2,2.1,-9,0.2,-2.7,10,109,1.7,-3,-9
CC12CCC(=O)N1C(C(=O)Nc1ccccc1N1CCCC1)CS2 (centres undefined),.,1,-2.6,38,.,.,-8,95,3.7,5,14
CCOC(=O)C1(CCc2ccccc2)CCN(C(=O)C2CCCO2)CC1 (centres undefined),1,-2,1.2,-9,1.7,0.5,1,100,4.0,-2,-7
COc1ccc2[nH]c(=O)c(CN(Cc3cccnc3)C(=O)Nc3ccccc3)cc2c1,7,3,-1.6,8,1.4,-2.7,35,103,2.6,-7,9
CSc1cccc(NC(=O)CSc2ccc(C)cc2)c1,-12,-4,6.2,1,-0.8,-0.9,-6,94,0.6,6,-31
Cn1c(=O)n(C)c2cc(S(=O)(=O)Nc3cc(Cl)ccc3O)ccc21,190,-2,1.1,35,-1.0,-2.2,19,81,3.5,-3,-6
O=Cc1coc2ccc3ccccc3c2c1=O,77,2,-1.6,-4,-2.9,0.5,3,122,1.5,-2,8
CCOC(=O)c1c(C)[nH]c(C(=O)CN2CCN(CC)CC2)c1C,5,0,-1.9,-3,2.2,1.6,3,89,-0.9,-2,10
CCOc1ccc(NC2=C(Cl)C(=O)N(Cc3ccccc3)C2=O)cc1,-22,-13,3.3,2,2.1,1.1,.,90,-0.9,1,-20
Cc1cccc(C)c1Nc1nnc(SC/C(O)=C(\C#N)c2nc3ccccc3[nH]2)s1,13,-5,-2.3,3,1.9,2.5,-14,116,3.4,6,12
Cc1cccc(OCC(=O)Nc2ccc3c(c2)nc(CCN2CCC(C)CC2)n3C)c1,-6,1,-1.3,-13,0.5,-0.7,-10,111,2.5,-3,7
COc1ccc(-n2cccc2C=O)cc1OC,12,13,-0.3,7,2.1,0.4,11,101,2.3,5,2
O=C(Cn1cnc2ccccc2c1=O)N1CCN(Cc2ccc3c(c2)OCO3)CC1,118,6,-0.3,6,3.2,-1.7,-7,112,3.8,-5,2
Cc1ccc(S(=O)(=O)C2CCOC2=O)cc1 (centres undefined),-7,-7,0.8,11,1.6,-2.7,-20,106,3.5,-5,-4
CC(/C=C/c1ccccc1)=N\Nc1ccccc1[N+](=O)[O-],-6,-3,-2.1,3,5.2,-0.2,9,98,4.1,3,12
COCCn1c(SCC(=O)Nc2ccc(Cl)cn2)nnc1-c1ccncc1,-9,4,-1.6,7,-0.2,-2.8,0,111,4.1,-8,8
Cc1cc(C(=O)OCC(=O)N(C)c2c(N)n(Cc3ccccc3)c(=O)[nH]c2=O)c(C)n1-c1ccccc1,-2,1,-4.0,8,1.8,1.2,-52,.,4.0,5,16
Cc1ccc(C2CC(=O)N3CN(c4ccc(Br)cc4)CSC3=C2C#N)o1 (centres undefined),-9,1,-2.6,-6,1.0,0.3,-16,115,-0.6,-8,13
COc1cc2sc(-c3ccccc3OC)c(-c3ccc(O)cc3)c2cc1OC,7,-10,-1.8,-6,0.7,-0.7,-30,.,-0.5,4,10
CC1=NC(=O)C(N=Nc2ccccc2C(=O)O)N1c1ccccc1 (centres undefined),.,.,.,4,.,.,-26,104,5.3,0,.
CC(C)(C)NC(=O)C(c1ccncc1)N(C(=O)c1csnn1)C1CC1 (centres undefined),-7,4,1.9,5,0.0,-0.4,6,.,-0.8,-2,-11
N#Cc1c(-c2ccc(Br)cc2)nc2n(c1=O)CCCS2,-25,-4,0.0,22,1.6,-1.5,-84,103,2.3,3,0
CCC(=O)N(CCc1ccccc1C)Cc1cc2cc3c(cc2[nH]c1=O)OCO3,-21,-7,-2.2,-5,-0.3,-1.0,4,104,2.9,-9,13

# Remaining list, next part
compound,Mot1-301 SUMO,PKA-R1A activ,OPRM1-OPRD1 ag,Arr AP2 block,AddAB inh,Ecoli viability,PfHsp90 yeast 2,Pemphigus Ab inh,phage Ecoli inh,Tat export inh,OPRM1-OPRD1 inv
COc1ccc(NC(=O)CN(C)C(=O)c2cc(S(=O)(=O)N(C)C)ccc2N2CCCC2)cc1,-1,-11,1.1,-1,0.1,0.4,5,105,1.9,-5,-7
Cc1ccc(C(=O)N/C(=C/c2ccc(Cl)cc2)C(=O)Nc2cccc(C(=O)O)c2)cc1,-11,-3,-3.0,-26,3.7,3.3,7,102,2.7,-6,13
CCNC(=O)N(C)c1nncnc1C(=O)NC,.,3,-0.6,-10,.,.,19,78,1.1,3,3
O=C(Cc1cccs1)N/N=C/C(Br)=C/c1ccccc1,39,4,4.5,30,1.1,-1.3,-5,98,2.9,-2,-24
COc1ccc(NC(=O)CSc2ncccc2C(=O)OC(C)C)cc1OC,-14,-20,-0.1,22,2.3,0.7,.,93,2.4,-4,0
CN([C@@H](Cc1ccc(OS(=O)(=O)c2cccc3cnccc23)cc1)C(=O)N1CCN(c2ccccc2)CC1)S(=O)(=O)c1cccc2cnccc12,5,-8,0.7,1,-4.4,-2.2,10,178,.,16,-4

# Four entries from above, arranged by their value in PfHsp90 yeast 2, smallest number first.
structure	PfHsp90 yeast 2
O=C(Cc1cccs1)N/N=C/C(Br)=C/c1ccccc1	-5
COc1ccc(NC(=O)CN(C)C(=O)c2cc(S(=O)(=O)N(C)C)ccc2N2CCCC2)cc1	5
CN([C@@H](Cc1ccc(OS(=O)(=O)c2cccc3cnccc23)cc1)C(=O)N1CCN(c2ccccc2)CC1)S(=O)(=O)c1cccc2cnccc12	10
CCNC(=O)N(C)c1nncnc1C(=O)NC	19
